Candida biofilm – kills Candida albicans biofilms; C. albicans biofilm + clotrimazole, Alamar Blue; inhibition, % at 6 µM; 85,000 compounds, 0.14% hits; AID 834;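 active = inhibition above 20%; inactive = inhibition below 20%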;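 also: preformed 24 hr biofilms exposed to compound for 48 hr; 0% = biofilm without compound and 100% = blank killed by clotrimazole plus chlorhexidine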
ERb SRC1 inh – blocks coactivator binding to human estrogen receptor beta. Q92731. TR-FRET ER-beta LBD / SRC1-Cy5 peptide binding; receptor agonist-loaded with 1 µM estradiol. inhibition, % at 25.6 µM. 86,000 compounds, 1.3% hits. AID 633;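 active = compounds whose percent inhibition of the receptor-coactivator binding signal exceeds about 50% in the single-dose screen, limit read from the data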;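 also: 0% = receptor plus peptide wells without compound and 100% = peptide-only wells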
Target sequence (Q92731 whole entry, looked up, the tested form may be a part): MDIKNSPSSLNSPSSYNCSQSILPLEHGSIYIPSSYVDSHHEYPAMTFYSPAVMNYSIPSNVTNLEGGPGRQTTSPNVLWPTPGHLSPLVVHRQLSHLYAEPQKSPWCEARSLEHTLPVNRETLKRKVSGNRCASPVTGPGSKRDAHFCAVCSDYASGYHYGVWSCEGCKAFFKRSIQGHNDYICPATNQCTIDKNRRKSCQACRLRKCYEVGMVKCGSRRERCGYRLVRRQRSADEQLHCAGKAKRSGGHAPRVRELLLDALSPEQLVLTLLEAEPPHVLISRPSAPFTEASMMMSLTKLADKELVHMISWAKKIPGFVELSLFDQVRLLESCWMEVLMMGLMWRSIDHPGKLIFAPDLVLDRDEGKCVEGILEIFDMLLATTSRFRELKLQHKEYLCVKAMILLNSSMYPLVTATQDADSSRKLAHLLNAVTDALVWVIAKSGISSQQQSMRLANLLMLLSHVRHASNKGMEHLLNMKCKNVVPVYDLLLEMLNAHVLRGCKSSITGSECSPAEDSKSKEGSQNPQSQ
Smad3 inh – blocks human Smad3 binding to FoxH1 peptide; P84022; inhibition, % at 25 µM; TR-FRET Smad3/Dy647-FoxH1 peptide binding, europium anti-His; 88,000 compounds, 0.29% hits; AID 630;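 active = compounds that reduce the energy-transfer binding signal between the protein and its labelled peptide by more than half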;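 also: 0% = Smad3 plus labelled peptide maximal FRET and 100% = peptide-only background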
Target sequence (P84022 whole entry, looked up): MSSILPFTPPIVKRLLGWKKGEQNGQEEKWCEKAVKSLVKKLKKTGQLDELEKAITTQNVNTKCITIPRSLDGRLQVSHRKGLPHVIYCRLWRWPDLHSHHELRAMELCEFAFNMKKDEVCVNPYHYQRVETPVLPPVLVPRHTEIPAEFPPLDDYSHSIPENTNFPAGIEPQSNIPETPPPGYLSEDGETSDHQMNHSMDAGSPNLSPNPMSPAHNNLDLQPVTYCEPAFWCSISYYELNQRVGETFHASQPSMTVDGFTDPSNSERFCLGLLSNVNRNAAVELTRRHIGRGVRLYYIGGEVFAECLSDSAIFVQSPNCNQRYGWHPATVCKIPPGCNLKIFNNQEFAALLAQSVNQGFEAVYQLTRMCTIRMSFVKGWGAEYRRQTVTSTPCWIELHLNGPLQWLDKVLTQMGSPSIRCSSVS
* marks the source's active call; other numbers are inactive results; [ ] = remark or other dose. Not all compounds are listed; count on the stated rates, not on these rows.

SMILES	Candida biofilm	ERb SRC1 inh	Smad3 inh
Cc1nc2cc(C(=O)O)ccc2n1-c1ccccc1	8	8	-2
CCCn1c(C)cc(C(=O)CSc2nnc3n(CCC)c(=O)c4ccccc4n23)c1C	6	1	-5
O=C1c2ccccc2C(O)N1Cc1ccco1 (centres undefined)	6	-10	-1
O=c1c2c3c(sc2n2cnnc2n1C1CCCCC1)CCC3	3	12	1
CC(C)(C)NS(=O)(=O)c1ccc(OCC(=O)Nc2ccc3c(c2)OCCO3)cc1	4	-7	0
CCCSCCCNC(=O)Cn1cc2c(n1)CCCCC2	3	5	5
Cc1nc2cc(-c3cccc(F)c3)nn2c(N2CCOCC2)c1C	7	-2	1
O=c1c2ccccc2c2ccccc2c(=O)n1Cc1ccco1	4	-4	0
Cc1c(NS(C)(=O)=O)c(=O)n(-c2ccccc2)n1C	9	8	6
COC(=O)C1=C(N)Oc2cc(C)n(Cc3cccnc3)c(=O)c2C1c1ccccc1OC (centres undefined)	3	-13	1
Cn1c(Cn2c(=O)sc3ccccc32)nnc1SCC(=O)NCc1ccccc1	-2	-7	-2
N#CC1=C(N)Oc2n[nH]c(-c3ccccc3)c2C12C(=O)Nc1ccccc12 (centres undefined)	1	-17	2
O=C(O)c1cc(S(=O)(=O)N2CCOCC2)c(Sc2ccccn2)cc1Sc1ccccn1	5	0	-3
CCN(CC)CCN1C(=O)C(O)=C(C(C)=O)C1c1ccccc1 (centres undefined)	-3	-13	4
CC1CC(NC(=O)CCn2c(=O)oc3ccccc32)CC(C)(C)C1 (centres undefined)	14	-5	15
CC(CCc1ccccc1)NC(=O)CSc1nccc(=O)[nH]1 (centres undefined)	9	2	10
O=C(CN1C(=O)COc2ccccc21)c1ccc(Cl)cc1	3	-2[fluorescence artefact?]	1
COc1ccc(N2CCCCn3c2nc2c3c(=O)[nH]c(=O)n2C)cc1	8	-16	15
O=C(CSc1nnc(CCCO)n1-c1ccccc1)Nc1nccs1	9	-5[fluorescence artefact?]	11[fluorescence artefact?]
COC(=O)C(C#N)c1nc2ccccc2nc1N1CCCC1 (centres undefined)	1	-14[fluorescence artefact?]	-1
CCOc1ccc(-c2cc(C(=O)N3CCN(C)CC3)c3ccccc3n2)cc1	2	-19	0
CC1=C(C#N)c2nc(N)c(C#N)c(C)c2/C1=C\c1ccccc1	8	-7	-2
O=C(NCCN1CCCCC1)c1cc2ccccc2[nH]1	7	-4	12
COc1ccc(N2CCN(c3cc(C)c4ccc(O)cc4n3)CC2)cc1	-4	-3	-10
CCCCn1ccnc1C(=O)c1cccc(S(=O)(=O)N2c3ccccc3CC2C)c1 (centres undefined)	7	2	5
CCn1c(=O)c2c3c(sc2n2c(SCc4ccc(F)cc4)nnc12)CCCC3	4	-5	-5
COCc1c(C)cc(C)c(/C=N/O)c1C	11	-2	3
COCC(C)n1c(SCC(=O)N2CCCCC2)nc2ccccc2c1=O (centres undefined)	14	3[fluorescence artefact?]	3
Cc1c(C#N)c2ccccc2n1CC(=O)N1CCc2ccccc2C1	10	20	-16
COC(=O)c1cc(=O)[nH]c(SCc2cccc(C)c2)n1	6	-14	1
O=C(CCS(=O)(=O)c1ccc(Cl)cc1)Oc1ccc2c(c1)OCO2	5	-4	9[fluorescence artefact?]
COc1ccc(N2CCN(C(=O)CCS(=O)(=O)c3cccc4nsnc34)CC2)cc1	4	-11	10
CCCSc1nnc(-c2c[nH]c3ccccc23)n1CC	3	-9[fluorescence artefact?]	-5
CCCCc1cc(=O)oc2cc(OCC(=O)N(CC)CC)c(Cl)cc12	0	-5	-2
Cc1c(C(=O)N2CCOCC2)sc2ncn(CC(=O)N3CCC(C)CC3)c(=O)c12	3	11	-3
COc1ccc(N2CCN(C(=O)CSc3nc4cc(OC)c(OC)cc4cc3C#N)CC2)cc1	0	47	5
COc1cc(C2c3c(n[nH]c3C)C(=O)N2c2ccc(C)cc2)ccc1O (centres undefined)	6	2	-7
CCOC(=O)N1CCN(C(=O)COc2ccc(Br)cc2Cl)CC1	5	5	-5
COc1cc2[nH]c(=O)n(CCC(=O)NC3CCN(Cc4ccccc4)CC3)c(=O)c2cc1OC	5	1	12
CCOC(=O)c1c(NC(=O)c2cccs2)sc2c1CCC2	0	15[fluorescence artefact?]	-1[fluorescence artefact?]
CC(C)CCN1CC(C(=O)NC(C)C)CC1=O (centres undefined)	7	-4[fluorescence artefact?]	12
c1cc(-c2nc3ccccc3o2)nc(-c2nc3ccccc3o2)c1	6	29	8
CCOC(=O)Cn1c(=O)c2c(nc(Br)n2Cc2ccc(Cl)cc2)n(C)c1=O	6	15[fluorescence artefact?]	19[fluorescence artefact?]
CCOc1ccc(N(CC)C(=O)COc2cc(=O)n(C)c3ccccc23)cc1	0	7[fluorescence artefact?]	2
COC(=O)C(C)Sc1nnc2n(-c3cccc(C)c3)c(=O)c3c4c(sc3n12)CCCC4 (centres undefined)	3	-4[fluorescence artefact?]	10
Cc1ccc(S(=O)(=O)N2CCCC(C(=O)N(Cc3cccs3)C3CC3)C2)cc1 (centres undefined)	-6	-6[fluorescence artefact?]	-14
COC(=O)C1C(=O)C=C(N2CCOCC2)CC1(C)C (centres undefined)	0	17	-10
COc1ccc(-c2cc(-c3ccccc3)nc(N3CCCC3)n2)cc1OC	4	12	5
Cc1onc(-c2ccccc2)c1C(=O)Nc1cccc(C#N)c1	2	-5[fluorescence artefact?]	8[fluorescence artefact?]
COC(=O)c1cc(C(=O)OC)cc(-n2c(C)cc(C(=O)CC#N)c2C)c1	-4	-2	4
CC1CCCCC1NC(=O)C1Cc2ccccc2CN1S(C)(=O)=O (centres undefined)	1	-4	-9
CCN1C(=O)C2(C(C(=O)c3ccc(C)o3)=C(O)C(=O)N2CCCN2CCOCC2)c2ccccc21 (centres undefined)	9	21	3
Cn1c(C(O)c2ccccc2)nc(Cl)c1Cl (centres undefined)	3	-4	5
COC(=O)NCc1ccc(Cl)c(Cl)c1	-2	-2	3
Cc1ccc(CNC(=O)Nc2cccs2)cc1	4	-1	4
Cc1cc(-c2ccco2)n(-c2ccccc2)n1	9	10	-9
CC(C)Cn1c(=O)c(C(=O)Nc2cnccn2)c(O)c2ccccc21	2	-7	-5
CCOc1cc(CN2CCN(C(=O)c3ccco3)CC2)ccc1OC	0	-16[fluorescence artefact?]	11[fluorescence artefact?]
CN(C(=O)C(Cl)Cl)c1ccc(OC(=O)c2ccco2)cc1	8	2	-4
c1ccc(-c2cnc(CSc3nnc4ccccn34)o2)cc1	8	-1	-1
Other compounds.
SMILES	Candida biofilm	ERb SRC1 inh	Smad3 inh
Cn1ccnc1SCc1cn2ccccc2n1	8	-5	-7
Cc1cc(NC(=O)c2cc(C)on2)n(-c2ccccc2)n1	4	5	-6
CCCn1c(=O)c2c(c3ccccc31)OC(C)C(=O)N2 (centres undefined)	5	-14	0
CSc1nc(N2CCN(CCO)CC2)c2sc3nc(-c4ccco4)c4c(c3c2n1)CCC4	0	24	-19
COc1ccccc1CNC(=O)Cn1cc2c(n1)CCCC2	14	-4	0
CC(=O)n1c2ccccc2c2c1c1ccccc1n2C	-5	-3	-3
COc1nc2ccccc2cc1-c1noc(-c2cccnc2)n1	-1	16[fluorescence artefact?]	25[fluorescence artefact?]
CCOC(=O)c1[nH]c(C)c(C(=O)NCCc2ccc(OC)cc2)c1C	4	-5	3
C=CCOC(=O)c1sc(N2C(=O)c3oc4ccccc4c(=O)c3C2c2ccco2)nc1C (centres undefined)	9	61*	2
CCC1=C(C(=O)OC)C(c2cc(OC)ccc2OC)C(C#N)=C(N)O1 (centres undefined)	4	3	-3
COC(=O)C1C(O)=C(C(C)=N)C(=O)CC1(C)C (centres undefined)	1	31	3
Cc1cc(-c2ccco2)c(C#N)c2nc3ccccc3n12	4	48[fluorescence artefact?]	5
COC(=O)CC(=O)Cc1nc(N)nc(Nc2ccc(C)c(C)c2)n1	-6	-6	-9
COc1ccc(OC)c(CNC(=O)C2CCN(C(=O)N(C)C)CC2)c1	-4	4	-5
CCCn1c(CNS(=O)(=O)c2ccc(C)cc2)nc2ccccc21	8	4	5
COc1ccccc1-c1ccc(NC2CCCCC2)nn1	5	-6	-3
COc1ccc(NC(=O)c2cc(C3CC3)on2)c(OC)c1	4	20[fluorescence artefact?]	3
CC(=O)OCCn1c(=O)c2cc3c(=O)n(CCOC(C)=O)c(=O)c3cc2c1=O	4	-1	2
CCOc1ccc(/C(O)=C2/C(=O)C(=O)N(CCN(C)C)C2c2ccccc2)cc1Cl (centres undefined)	6	-2[fluorescence artefact?]	1
Cc1nn(C)c(C)c1S(=O)(=O)N1CCC(C(=O)NC2CCCCCC2)CC1	9	1	3
COCCCn1c(=N)c(C(=O)NCC2CCCO2)cc2c(=O)n3cccc(C)c3nc21 (centres undefined)	-1	-9	-3
CCn1c(SC(C)C)nnc1-c1c[nH]c2ccccc12	-2	8[fluorescence artefact?]	-9
COc1ccc(-n2c(Cn3c(=O)sc4ccccc43)nnc2SC)cc1	0	-9	0
COc1ccc(OC)c(C2C(C#N)=C(N)Oc3cc(C)n(Cc4ccccn4)c(=O)c32)c1 (centres undefined)	3	-35	-4

Quoted at random: two entries already listed.
SMILES	Candida biofilm	ERb SRC1 inh	Smad3 inh
CCOc1ccc(/C(O)=C2/C(=O)C(=O)N(CCN(C)C)C2c2ccccc2)cc1Cl (centres undefined)	6	-2[fluorescence artefact?]	1
COc1ccc(OC)c(CNC(=O)C2CCN(C(=O)N(C)C)CC2)c1	-4	4	-5

(next part)
SMILES	Candida biofilm	ERb SRC1 inh	Smad3 inh
CC(C)NS(=O)(=O)c1ccc(CCC(=O)NCc2cccnc2)cc1	8	9	-6
COc1cccc(C2CC(c3ccccc3)Nc3nc(N)nn32)c1 (centres undefined)	-8	-9	5
COc1ccc(N2CC(C)Cn3c2nc2c3c(=O)n(CCc3ccccc3)c(=O)n2C)cc1 (centres undefined)	7	-3	2
Cc1ccc(-n2c3c(cc(C(=O)NCc4ccco4)c2=O)C(=O)CC(C)(C)C3)cc1	4	2	11
COC(=O)c1ccc(-c2ccc(C(=O)N3CCCN(C)CC3)cc2)cc1	4	11	-1
COc1ccc(-c2nnc3ccc(SCC(=O)N4CCN(c5ccccc5)CC4)nn23)cc1	5	0	-74[fluorescence artefact?]
Cc1cc(NC(=O)CN2C(=O)C3CC=CCC3C2=O)no1 (centres undefined)	6	-2	6
Cc1ccc(S(=O)(=O)NCCN2CCOCC2)cc1C	-7	3	-2
COc1ccccc1N1CCN(C(=O)Cn2nnc(-c3cccs3)n2)CC1	-2	-6	4
CCN(CC)C(=O)CSc1nnc(-n2nc(C)cc2C)c2ccccc12	7	-5	-7
COC(=O)c1ccc2c(c1)N(Cc1ccccc1F)C(=O)c1ccccc1S2=O (centres undefined)	11	-1	-9
CCOC(=O)CSc1nc2ccc(N3CCOCC3)cc2c(=O)n1Cc1ccc2c(c1)OCO2	11	25	14

Some of the entries so far, as a markdown table:
| smiles | Candida biofilm | ERb SRC1 inh | Smad3 inh |
| --- | --- | --- | --- |
| CC(=O)OCCn1c(=O)c2cc3c(=O)n(CCOC(C)=O)c(=O)c3cc2c1=O | 4 | -1 | 2 |
| CCOc1ccc(/C(O)=C2/C(=O)C(=O)N(CCN(C)C)C2c2ccccc2)cc1Cl (centres undefined) | 6 | -2[fluorescence artefact?] | 1 |
| Cc1nn(C)c(C)c1S(=O)(=O)N1CCC(C(=O)NC2CCCCCC2)CC1 | 9 | 1 | 3 |
| COCCCn1c(=N)c(C(=O)NCC2CCCO2)cc2c(=O)n3cccc(C)c3nc21 (centres undefined) | -1 | -9 | -3 |
| CCn1c(SC(C)C)nnc1-c1c[nH]c2ccccc12 | -2 | 8[fluorescence artefact?] | -9 |
| COc1ccc(-n2c(Cn3c(=O)sc4ccccc43)nnc2SC)cc1 | 0 | -9 | 0 |
| COc1ccc(OC)c(C2C(C#N)=C(N)Oc3cc(C)n(Cc4ccccn4)c(=O)c32)c1 (centres undefined) | 3 | -35 | -4 |
| CC(C)NS(=O)(=O)c1ccc(CCC(=O)NCc2cccnc2)cc1 | 8 | 9 | -6 |
| COc1cccc(C2CC(c3ccccc3)Nc3nc(N)nn32)c1 (centres undefined) | -8 | -9 | 5 |
| COc1ccc(N2CC(C)Cn3c2nc2c3c(=O)n(CCc3ccccc3)c(=O)n2C)cc1 (centres undefined) | 7 | -3 | 2 |
| Cc1ccc(-n2c3c(cc(C(=O)NCc4ccco4)c2=O)C(=O)CC(C)(C)C3)cc1 | 4 | 2 | 11 |
| COC(=O)c1ccc(-c2ccc(C(=O)N3CCCN(C)CC3)cc2)cc1 | 4 | 11 | -1 |
| COc1ccc(-c2nnc3ccc(SCC(=O)N4CCN(c5ccccc5)CC4)nn23)cc1 | 5 | 0 | -74[fluorescence artefact?] |
| Cc1cc(NC(=O)CN2C(=O)C3CC=CCC3C2=O)no1 (centres undefined) | 6 | -2 | 6 |
| Cc1ccc(S(=O)(=O)NCCN2CCOCC2)cc1C | -7 | 3 | -2 |
| COc1ccccc1N1CCN(C(=O)Cn2nnc(-c3cccs3)n2)CC1 | -2 | -6 | 4 |
| CCN(CC)C(=O)CSc1nnc(-n2nc(C)cc2C)c2ccccc12 | 7 | -5 | -7 |
| COC(=O)c1ccc2c(c1)N(Cc1ccccc1F)C(=O)c1ccccc1S2=O (centres undefined) | 11 | -1 | -9 |
| CCOC(=O)CSc1nc2ccc(N3CCOCC3)cc2c(=O)n1Cc1ccc2c(c1)OCO2 | 11 | 25 | 14 |

Following part:
SMILES	Candida biofilm	ERb SRC1 inh	Smad3 inh
O=C(NCCCN1CCCC1=O)c1ccc2c(c1)ncn2C1CCCCC1	9	-7	-4
c1nc(N2CCN(Cc3ccc4c(c3)OCO4)CC2)c2[nH]cnc2n1	1	-5	0
CN(Cc1ccccc1)C(=O)COC(=O)c1ccc2c(c1)OCO2	2	-4	2
Cn1c(=O)oc2cc(S(=O)(=O)NCCc3ccccc3)ccc21	5	14	-3

Screening results as filed in PubChem BioAssay.
